PglD inh: blocks C. jejuni PglD acetyltransferase activity; 360,000 compounds, 0.098% hits; purified PglD enzyme, DTNB colorimetric CoA detection; inhibition, % at 12.5 µM; in the data active means inhibition above about 16%, passing the limit was not always enough; inconclusive means no clear call, values can overlap the other calls; further: strong numbers were not always called active
DENV2 CPE: protects cells from dengue virus 2 cytopathic effect. DENV2-infected cells, cytopathic effect rescue, plate reader. CPE inhibition, % at 9.99 µM. 350,000 compounds, 1.7% hits. AID 651640; in the data active means CPE inhibition above about 20%, passing the limit was not always enough; inconclusive means no clear call, values can overlap the other calls; tested in BHK-21 cells;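 further: 0% = median of neutral control wells and 100% = median of positive control wells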
SIRT5 inh: sirtuin-5 (human) deacylase inhibition. Q9NXA8. Purified SirT5, succinyl-peptide AMC, trypsin-coupled fluorescence. inhibition, % at 15 µM. 330,000 compounds, 1.1% hits. AID 652115; in the data active means inhibition above about 15%; inconclusive means no clear call, values can overlap the other calls
Target sequence (Q9NXA8 whole entry, looked up): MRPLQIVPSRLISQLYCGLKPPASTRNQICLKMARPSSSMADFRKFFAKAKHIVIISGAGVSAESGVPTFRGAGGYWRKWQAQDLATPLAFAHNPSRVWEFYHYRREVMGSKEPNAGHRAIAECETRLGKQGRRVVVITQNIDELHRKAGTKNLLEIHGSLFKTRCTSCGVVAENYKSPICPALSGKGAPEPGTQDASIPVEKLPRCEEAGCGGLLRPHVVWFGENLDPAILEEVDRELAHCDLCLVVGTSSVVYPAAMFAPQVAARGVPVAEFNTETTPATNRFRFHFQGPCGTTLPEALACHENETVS
ERp5 inh: ERp5 (human) disulfide isomerase inhibition | Q15084 | ERp5 insulin aggregation, absorbance 650 nm, 90 min | inhibition, % at 9.99 µM | 350,000 compounds, 0.05% hits | AID 651711;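 active means mean replicate inhibition above about 25%, with every replicate also reaching it, limit read from the data, passing the limit was not always enough; inconclusive means only one of those two criteria met; inactive means neither criterion met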
S100A4 inh HTS: blocks human S100A4 binding to myosin IIA peptide; S100A4/TAMRA-MyoIIA peptide fluorescence polarization; 360,000 compounds, 0.14% hits; P26447; inhibition, % at 10.7 µM;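 active means mean inhibition of at least 70% across replicates, with every replicate also reaching that level; inconclusive means mean inhibition reaches 70% but some replicates fall short; inactive means mean inhibition below 70%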
Target sequence (P26447 whole entry, looked up): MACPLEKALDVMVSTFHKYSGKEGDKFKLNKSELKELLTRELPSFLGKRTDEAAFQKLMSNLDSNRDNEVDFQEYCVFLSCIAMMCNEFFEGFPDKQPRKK
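Compound dosing: one dose per compound; test system: human S100A4 monomer with TAMRA-labelled myosin IIA peptide; probe or stimulus: TAMRA-labelled myosin IIA heavy-chain peptide probe, 5 nM; medium: HEPES buffer with Ca2+, pH 7.2; schedule: 5 min incubation before reading; benchmarks: neutral control DMSO, positive control TFP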
E-sel inducer: induces E-selectin expression in human endothelial cells | 260,000 compounds, 0.37% hits | activation, % at 7.58 µM | HUVEC E-selectin immunofluorescence imaging; normalized: neutral wells 0, TNF-alpha wells 100;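 active means mean E-selectin-positive cell signal at least 10% of the positive control, reached in at least 60% of replicates, without over 20% cell loss; inconclusive means no rule given, readout overlaps actives, possibly toxicity-flagged; inactive means the rest, including those meeting only one limit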;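 further: in these data hits start at about 27%; measured in HUVEC primary endothelial cells; signal is the percent of cells scored E-selectin positive by PE staining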
Target sequence (P16581 whole entry, looked up): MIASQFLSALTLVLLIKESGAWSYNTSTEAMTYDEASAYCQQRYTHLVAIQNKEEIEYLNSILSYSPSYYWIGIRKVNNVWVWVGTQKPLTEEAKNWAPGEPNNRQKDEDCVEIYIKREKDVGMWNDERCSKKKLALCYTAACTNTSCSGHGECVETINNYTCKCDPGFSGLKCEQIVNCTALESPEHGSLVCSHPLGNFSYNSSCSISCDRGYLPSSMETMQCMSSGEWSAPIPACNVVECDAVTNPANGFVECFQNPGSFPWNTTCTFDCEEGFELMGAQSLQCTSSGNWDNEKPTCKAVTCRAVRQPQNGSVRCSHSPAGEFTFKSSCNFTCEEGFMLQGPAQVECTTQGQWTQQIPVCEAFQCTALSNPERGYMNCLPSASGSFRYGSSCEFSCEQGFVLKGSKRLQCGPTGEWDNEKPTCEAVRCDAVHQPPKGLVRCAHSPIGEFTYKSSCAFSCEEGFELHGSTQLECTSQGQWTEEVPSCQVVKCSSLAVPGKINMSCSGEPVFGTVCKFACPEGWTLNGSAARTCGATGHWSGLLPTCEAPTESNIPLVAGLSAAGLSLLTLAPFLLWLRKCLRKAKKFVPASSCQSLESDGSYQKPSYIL
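System: HUVEC / Compound: single concentration / Signal: immunofluorescence imaging / Read-out: percent E-selectin-positive cells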
C2C12 statin: suppressors of simvastatin-induced myotoxicity in C2C12 myotubes; ATP luminescence, 48 h; scaled: DMSO 0, geranylgeraniol control 100; rescue of ATP level, % at 7.49 µM; 330,000 compounds, 0.78% hits;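 active means mean ATP rescue above about 67%, or every replicate alone reaching that limit, limit read from the data, passing the limit was not always enough; inconclusive means no clear call, values can overlap the other calls; inactive means mean under the limit and some replicate under it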;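 further: myotubes were challenged with 10 µM simvastatin during compound exposure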
The depositor's hits bear a star; u = inconclusive; x = not tested or not shown; & = joins results of further samples. An excerpt; rates above refer to the full screens.

The first 5 entries, to show the layout:
no. | Compound | PglD inh | DENV2 CPE | SIRT5 inh | ERp5 inh | S100A4 inh HTS | E-sel inducer | C2C12 statin
1 | Cc1cc(O)c(NC(=O)c2cc([N+](=O)[O-])ccc2Cl)cc1C | -0.6 | 4.5 | -13.0 | 3.9 | -2.6 | -1.8 | -0.1
2 | CCOC(=O)c1nc(-c2ccccc2)sc1C(C)=O | x | 16.5 | -2.0 | -5.7 | 1.7 | x | -7.7
3 | C/C(=N\NC(=O)c1nnn(-c2nonc2N)c1-c1ccccc1)c1cccnc1 | 1.5 | 96.4* | -0.5 | -5.5 | -3.6 | x | x
4 | O=C(NC1CCCC1)C(c1ccccn1)N(Cc1ccccc1F)C(=O)c1csnn1 (stereo not given) | -0.4 | 2.7 | -0.1 | 1.2 | 2.3 | -0.1 | 12.8
5 | COc1ccc(/C=C/C(=O)NCC(=O)N/N=C/c2cccnc2)cc1 | x | -5.5 | 0.0 | -0.4 | 2.4 | x | x

Main list, from the first entry:
no. | Compound | PglD inh | DENV2 CPE | SIRT5 inh | ERp5 inh | S100A4 inh HTS | E-sel inducer | C2C12 statin
1 | Cc1cc(O)c(NC(=O)c2cc([N+](=O)[O-])ccc2Cl)cc1C | -0.6 | 4.5 | -13.0 | 3.9 | -2.6 | -1.8 | -0.1
2 | CCOC(=O)c1nc(-c2ccccc2)sc1C(C)=O | x | 16.5 | -2.0 | -5.7 | 1.7 | x | -7.7
3 | C/C(=N\NC(=O)c1nnn(-c2nonc2N)c1-c1ccccc1)c1cccnc1 | 1.5 | 96.4* | -0.5 | -5.5 | -3.6 | x | x
4 | O=C(NC1CCCC1)C(c1ccccn1)N(Cc1ccccc1F)C(=O)c1csnn1 (stereo not given) | -0.4 | 2.7 | -0.1 | 1.2 | 2.3 | -0.1 | 12.8
5 | COc1ccc(/C=C/C(=O)NCC(=O)N/N=C/c2cccnc2)cc1 | x | -5.5 | 0.0 | -0.4 | 2.4 | x | x
6 | COC(C(=O)Nc1ccnn1C1CCN(Cc2ccccn2)CC1)c1ccccc1 (stereo not given) | -2.5 | 5.0 | -0.4 | -1.6 | -0.6 | 0.1 | 1.1
7 | Cc1cc(N2CCC(C)CC2)nc(-c2ccccc2O)n1 | x | 6.4 | -7.9 | 3.9 | -3.5 | 4.4 | 3.2
8 | CCC(CO)Oc1cc(NC(=O)c2ccccc2Cl)c2ncn(C(C)C)c2c1 (stereo not given) | 0.0 | 3.7 | x | -5.0 | 0.2 | 0.1 | -8.4
9 | COc1ccc(S(=O)(=O)N2CC[C@@H]3[C@H](CO)N(C)c4ccc(-c5ccc(F)cc5)cc4[C@@H]32)cc1 | -8.6 | -21.3 | 4.6 | 10.4 | -1.0 | 0.0 | -9.3
10 | COc1ccc(-c2cnc3c(c2)C(=O)N([C@H](C)CO)C[C@H](C)[C@@H](CN(C)C(=O)Cc2cccnc2)O3)cc1 | -1.6 | 8.1 | 3.3 | -0.2 | 5.5 | 0.2 | -0.1
11 | O=C(Cn1cc([N+](=O)[O-])ccc1=O)N1CCCc2ccccc21 | 1.5 | 19.8 | -3.2 | -1.5 | 0.6 | x | -6.5
12 | CN1C(=O)c2ccc(S(=O)(=O)c3ccc(C(=O)O)cc3)cc2C1=O | x | -3.9 | 0.0 | -4.8 | 10.9 | x | x
13 | O=C(N/N=C/c1cc([N+](=O)[O-])ccc1O)c1cc(-c2ccccc2)nc2ccccc12 | x | -3.5 | -2.4 | 3.1 | -1.2 | 0.2 | x
14 | CCCCC(CC)COC(=O)C(C#N)=C(c1ccccc1)c1ccccc1 (stereo not given) | -3.0 | -15.0 | x | 5.0 | -5.6 | x | -0.2
15 | Cc1cccc(S(=O)(=O)N2CCCCN3[C@H](CO)[C@@H](c4ccc(C#C[C@@H](C)O)cc4)[C@H]3C2)c1 | -1.4 | -10.1 | -1.5 | 0.7 | 32.0 | -0.2 | 20.0
16 | Cc1noc(C)c1S(=O)(=O)Nc1ccc2c(c1)C(=O)N([C@H](C)CO)C[C@H](C)[C@@H](CN(C)C(=O)c1ccccc1)OCCCC[C@@H](C)O2 | 0.3 | 1.1 | 6.5 | -0.4 | 5.3 | -0.1 | x
17 | O=C(c1nnc(-c2ccncc2)o1)c1ccccc1Cl | -1.9 | x | -0.7 | 1.9 | -12.3 | x | 9.7
18 | COc1ccc(C2CC(C)(c3ccc(OC)cc3)Nc3ccccc3N2)cc1 (stereo not given) | 0.6 | -6.6 | -3.6 | -1.8 | 3.2 | x | -4.5
19 | N#CC1=C(N)N(c2ncn[nH]2)C2=C(C(=O)CCC2)C1c1ccc(F)cc1 (stereo not given) | x | -0.7 | 2.2 | 0.3 | -1.9 | -1.6 | x
20 | Cc1noc(C)c1NC(=O)Nc1cccc2c1O[C@H](CN(C)C(=O)Nc1cccc3ccccc13)[C@@H](C)CN([C@H](C)CO)C2=O | 15.8* | -1.6 | 0.9 | -3.3 | 2.6 | -0.1 | -0.5
21 | Oc1ccc(C[C@@H]2CNC(=S)N2CCc2cc(C(F)(F)F)cc(C(F)(F)F)c2)cc1 | 1.1 | 15.3 | -1.3 | -3.0 | -9.4 | 0.2 | 15.8
22 | O=C(Nc1ccc(Nc2cccnc2)cc1)c1c[nH]c2ccccc12 | x | 5.5 | x | -2.6 | -5.1 | 1.6 | x
23 | CN(C)CC(C)(C)CNC(=O)c1cc(=O)c2ccccc2o1 | -4.3 | x | x | x | x | -0.4 | -1.5
24 | CCCCn1c(C(C)NC(=O)CC)nc2ccccc21 (stereo not given) | 0.5 | 2.1 | -1.6 | -2.5 | -4.8 | 3.6 | -0.5
25 | COc1ccc(CC(C)Nc2cccc(SC)c2)cc1 (stereo not given) | -1.5 | -2.7 | -5.0 | 0.1 | -3.1 | x | -2.3
26 | COCC(=O)N1CC(=O)N2[C@H](C1)[C@@H](c1ccc(-c3ccccc3F)cc1)[C@@H]2CO | x | -0.1 | -4.2 | -0.3 | -5.7 | 0.0 | x
27 | CNC[C@@H]1Oc2ccc(NC(=O)Nc3ccc(OC)cc3)cc2CC(=O)N([C@@H](C)CO)C[C@H]1C | 1.2 | 3.5 | 4.0 | 3.2 | -5.0 | x | -18.8
28 | Cc1ccc(-c2nnc(N3CCCCC3)c3ccccc23)cc1S(=O)(=O)NCC1CCCO1 (stereo not given) | -1.1 | 5.7 | 1.2 | 5.3 | -5.1 | x | 8.7
29 | CCCCC1Cc2[nH][nH]c(=O)c2C(c2ccc(Cl)cc2)O1 (stereo not given) | x | -1.1 | -3.9 | -2.5 | -20.3 | 1.1 | x
30 | Cc1noc(C)c1-c1nc(CS(=O)(=O)c2ccccc2)no1 | x | 5.2 | -4.3 | x | -3.6 | x | 0.7
31 | COc1ccc2c3c([nH]c2c1)[C@H](CO)N(C(=O)C1CCCCC1)CC31CCN(S(C)(=O)=O)CC1 | x | 11.8 | x | 4.7 | -5.0 | -0.2 | x
32 | COc1ccccc1N1C(N)=NC(N)=NC1(C)C | -1.7&0.3 | 2.1 | 1.1 | 3.2 | -4.5 | x | -11.1
33 | CC1SCC(=O)N(CC(=O)Nc2ccc3c(c2)OCO3)C1=O (stereo not given) | 5.4 | -10.9 | -0.5 | -3.0 | 2.3 | 0.0 | 7.1
34 | CCOc1ccc(Cl)cc1CNCCCSc1nc(C)cc(C)n1 | -8.0 | -5.8 | 19.6* | 3.0 | -0.1 | x | -0.2
35 | CCC1OC(C2CC2)CC2=C1C(=O)OC(C)(C)O2 (stereo not given) | x | -10.2 | -0.5 | 12.6 | -17.2 | -0.1 | x
36 | O=C(CCc1cnccn1)NC1CCCc2c1cnn2-c1ccc(F)cc1F (stereo not given) | x | -1.1 | -3.3 | -1.6 | -1.4 | 0.4 | x
37 | CCOCCCNc1nc2c(C)cccn2c(=O)c1/C=C1\SC(=S)N(C(C)CC)C1=O (stereo not given) | 4.2 | 1.0 | -0.7 | 2.6 | -34.6 | 1.3 | x
38 | CCS(=O)(=O)N1[C@H](CO)[C@H](c2ccccc2)[C@@H]1CN(C)Cc1ccccn1 | x | -2.4 | 0.7 | 0.9 | 13.1 | 1.2 | x
39 | COc1cc2c(c(OC)c1OC)C(c1ccc(O)cc1)CC(=O)O2 (stereo not given) | -0.2 | 3.9 | -2.2 | 4.8 | -3.0 | -7.4 | 8.4
40 | CC(=O)NC1C(Oc2ccccc2C)OC2COC(c3ccco3)OC2C1O (stereo not given) | 9.3 | u | -1.1 | 0.3 | 8.4 | 1.7 | x
41 | C/C=C/c1ccc([C@@H]2[C@@H](CO)N3C(=O)CN(C(=O)c4ccncc4)C[C@H]23)cc1 | x | u | 0.4 | 0.2 | 5.9 | 0.0 | x
42 | COc1ccccc1NS(=O)(=O)c1ccc(C)c(C(=O)NCc2cccnc2)c1 | -8.6 | 15.4 | -3.9 | 0.6 | 5.6 | 0.2 | 2.9
43 | CCCNC(=O)N(C)C[C@@H]1Oc2ncc(C3=CCCCC3)cc2C(=O)N([C@H](C)CO)C[C@@H]1C | -1.8 | -7.3 | 2.2 | 1.9 | -1.1 | 0.0 | 5.8
44 | Cc1ccc(/C=C(\C#N)C(=O)Nc2cccc3ncccc23)o1 | -0.9 | 10.6 | -0.6 | 2.9 | -13.0 | x | x
45 | O=C(Cc1ccccc1)Nc1cc([N+](=O)[O-])ccc1N1CCOCC1 | -9.5 | -1.7 | 0.3 | 1.4 | 0.7 | -0.1 | -5.8
46 | COCCC(=O)N1CCC(Oc2ccc(C(=O)N3CCCCCCC3)cc2)CC1 | -3.1 | u | -2.0 | 1.2 | -0.1 | 0.3 | x
47 | CCc1nnc(NC(=O)CSc2nnc(-c3ccco3)n2C)s1 | x | 1.0 | -3.7 | 4.1 | -4.6 | x | 3.2
48 | Cc1nc2ccccc2n1C1CC(=O)N(N(C)C)C1=O (stereo not given) | x | -2.5 | -2.0 | -1.8 | 1.5 | x | x
49 | C[C@@H]1CCCCO[C@@H](CN(C)CC2CCCCC2)[C@H](C)CN([C@@H](C)CO)C(=O)c2cc(NC(=O)Cc3ccccc3)ccc2O1 | 3.7 | -10.0 | -1.4 | 2.2 | 14.6 | -0.2 | x
50 | O=C(NCCS(=O)(=O)NCc1ccccc1)c1ccccc1 | -3.5 | -4.5 | -2.1 | -0.6 | 9.5 | x | 6.4
51 | COc1ccc(-c2noc(CCCC(=O)NC3CCCC3)n2)cc1 | 0.6 | -1.0 | 0.2 | 2.0 | -12.4 | x | -25.9
52 | Cc1ccc(-c2cc(C(=O)N3CCC(C)CC3)c3ccccc3n2)cc1 | -1.0 | -2.3 | -0.9 | -7.1 | -4.6 | 1.0 | -9.4
53 | O=C(Nc1cccc(S(=O)(=O)N2CCOCC2)c1)C1CCCN(C(=O)c2ccc(Cl)cc2)C1 (stereo not given) | -3.0 | x | -5.5 | 3.8 | -0.6 | 5.5 | -10.6
54 | CC(=O)Cc1nsc(NC(=O)c2ccc(Cl)cc2Cl)n1 | x | 3.6 | 1.0 | -1.3 | 1.6 | x | x
55 | CC1=C(C(=O)N2CCOCC2)CC(CC(=O)NCCN2CCOCC2)C(=O)N1Cc1ccc(C(C)(C)C)cc1 (stereo not given) | 4.0 | 7.1 | -6.2 | -3.6 | -5.6 | -0.7 | -3.7
56 | CC(NC(=O)c1ccc2c(c1)OCCO2)c1ccc(S(N)(=O)=O)cc1 (stereo not given) | -3.9 | -3.9 | 1.2 | -2.2 | 0.1 | 5.2 | 0.4
57 | Fc1ccc(-c2csc(Nc3ccccn3)n2)c(F)c1 | 6.3 | 1.6 | 0.0 | 1.0 | -10.8 | x | 33.8
58 | O=C(COc1ccccc1Cl)NNC(=O)Cn1[nH]c(=O)c2ccccc2c1=O | -1.5 | -7.4 | 2.6 | -1.2 | 36.8 | 2.3 | -0.8
